# Bim-Bcl-B = disrupts Bim peptide binding to human Bcl-B. bead-based flow cytometry. inhibition, % at 10 µM. AID 951. 0.073% of 190,000 active. Q9HD36;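 also: 0% = tracer peptide without compound and 100% = reference inhibitor peptide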
# Target sequence (Q9HD36 whole entry, looked up): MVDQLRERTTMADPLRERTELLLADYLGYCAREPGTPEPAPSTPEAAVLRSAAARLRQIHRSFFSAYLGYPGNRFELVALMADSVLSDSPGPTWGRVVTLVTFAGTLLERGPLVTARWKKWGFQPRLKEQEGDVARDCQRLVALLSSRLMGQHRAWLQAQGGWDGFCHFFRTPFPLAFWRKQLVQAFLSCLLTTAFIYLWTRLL
# Rab7 wt modul = alters GTP binding to wildtype dog Rab7. 0.055% of 190,000 active. AID 758. GST-Rab7 beads, fluorescent GTP binding, flow cytometry; actives lie on both sides; untreated = 100%, excess cold GTP = 0%. GTP binding activity (percent of control), % at 10 µM;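 active = fluorescent GTP binding to Rab7 beads changed by at least 20 points from the 100% baseline, either direction, mostly lower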;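 also: median green fluorescence of bound Bodipy-FL-GTP per Rab7 bead population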
# Rab2 wt GTP = changes GTP binding to wildtype dog Rab2A, up or down; P61105; GST-Rab2 wt beads, Bodipy-GTP binding, flow cytometry; GTP binding activity, % at 10 µM; 0.19% of 190,000 active;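 active = GTP binding activity at least 20 points away from 100%, either lowered or raised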;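 also: 0% = beads with excess unlabeled GTP and 100% = no-compound control corrected for plate trend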
# Bim-Bcl-2 = inhibitors of Bim-Bcl-2 interaction, human | Bead-based flow cytometry, Bim peptide-Bcl-2 binding | inhibition, % at 10 µM | 0.06% of 190,000 active | AID 950; in the data active = inhibition above about 40%;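 also: 0% = no compound wells with probe peptide and 100% = reference peptide inhibitor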
# Target sequence (P10415 whole entry, looked up): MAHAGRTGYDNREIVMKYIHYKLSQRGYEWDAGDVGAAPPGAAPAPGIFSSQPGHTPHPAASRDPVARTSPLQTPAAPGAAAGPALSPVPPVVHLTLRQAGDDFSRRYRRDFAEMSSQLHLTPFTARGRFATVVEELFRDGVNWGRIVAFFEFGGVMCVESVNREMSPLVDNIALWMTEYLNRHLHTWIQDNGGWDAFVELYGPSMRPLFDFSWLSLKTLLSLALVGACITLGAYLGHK
# Cdc42 wt GTP = changes GTP binding to wildtype human Cdc42 | GST-Cdc42 beads, Bodipy-GTP binding, flow cytometry; actives lie on both sides | percent activity (GTP binding), % at 10 µM | 0.2% of 190,000 active | AID 761;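 active = percent activity GTP binding at least 20 points away from the 100% baseline, either down as inhibitor or up as activator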;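 also: median bead fluorescence of bound Bodipy-FL-GTP at 100 nM; 0% = excess unlabeled GTP control and 100% = no compound control; below 100% means less GTP binding so inhibitor and above means activator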
# Rac1 act GTP bind = modulators of GTP binding to human Rac1 activated mutant; GST-Rac1 activated beads, fluorescent GTP binding, flow cytometry; actives lie on both sides; 100% means binding = to untreated wells; P63000; 0.11% of 190,000 active; percent activity (GTP binding), % at 10 µM;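 active = GTP binding at least 20 percentage points away from the 100% baseline, in either direction, so actives lie on both sides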
# Bcl-XL Bim block = human Bim-Bcl-XL interaction inhibition. Q07817. Bim peptide-Bcl-XL binding, bead flow cytometry, fluorescence. inhibition, % at 10 µM. 0.04% of 190,000 active. AID 1007
# Target sequence (Q07817 whole entry, looked up): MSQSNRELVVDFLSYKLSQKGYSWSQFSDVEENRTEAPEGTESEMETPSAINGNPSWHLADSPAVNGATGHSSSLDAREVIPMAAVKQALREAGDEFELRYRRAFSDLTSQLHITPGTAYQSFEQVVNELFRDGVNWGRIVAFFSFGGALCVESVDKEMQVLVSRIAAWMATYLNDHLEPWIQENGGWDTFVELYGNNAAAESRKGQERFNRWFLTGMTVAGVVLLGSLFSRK
# Bcl-W Bim block = disrupts Bim peptide binding to human Bcl-W | AID 952 | 0.02% of 190,000 active | inhibition, % at 10 µM | bead-based flow cytometry | Q92843;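 also: 0% = bound tracer without compound and 100% = peptide blocker; higher means less fluorescent Bim peptide bound to Bcl-W beads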
# Bfl-1 Bim block = human Bim-Bfl-1 interaction inhibition; Q16548; Bead-based flow cytometry, Bim-Bfl-1 binding inhibition; inhibition, % at 10 µM; 0.12% of 190,000 active;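 also: 0% = wells without compound plus tracer and 100% = blocker peptide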
# Rac1 wt modul = modulators of human Rac1 wildtype GTP binding; GST-Rac1 beads, fluorescent GTP binding, flow cytometry; actives lie on both sides; 0 = cold GTP competed, 100 = untreated; GTP binding activity (% of control), % at 10 µM; 0.27% of 190,000 active;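 active = GTP binding activity at least 20 points away from the 100% control level, either lower or higher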
# HRas wt GTP = changes GTP binding to wildtype human HRas | P01112 | 0.14% of 190,000 active | GTP binding activity, % at 10 µM | GST-Ras wt beads, Bodipy-FL-GTP binding, flow cytometry; actives lie on both sides;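 active = GTP binding activity at least 20% away from the 100% baseline, either lowered as inhibitor or raised as activator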;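 also: 0% = unlabeled GTP competition control and 100% = no-compound control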
# Target sequence (P01112 whole entry, looked up): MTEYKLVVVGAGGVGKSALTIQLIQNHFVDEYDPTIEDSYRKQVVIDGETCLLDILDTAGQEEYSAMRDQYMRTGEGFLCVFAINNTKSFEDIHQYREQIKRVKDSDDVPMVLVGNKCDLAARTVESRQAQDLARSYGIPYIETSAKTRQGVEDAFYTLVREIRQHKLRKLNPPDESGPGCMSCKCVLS
# Active calls of the source: *. Rule as the data show it, unless noted: active = inhibition above about 40%.
# Results follow in this order: Bim-Bcl-B	Rab7 wt modul	Rab2 wt GTP	Bim-Bcl-2	Cdc42 wt GTP	Rac1 act GTP bind	Bcl-XL Bim block	Bcl-W Bim block	Bfl-1 Bim block	Rac1 wt modul	HRas wt GTP
CC(NC(=O)C12CC3CC(C1)CC(n1cncn1)(C3)C2)C12CC3CC(CC(C3)C1)C2 (stereo not given)
→ -1.0	96.0	101.0	-3.0	100.0	99.0	-1.0	-1.0	5.0	101.0	100.0
COCCOC(=O)C1=C(C)N(Cc2ccccc2)C(=O)NC1c1cccc(OC)c1OC (stereo not given)
→ -6.0	102.0	102.0	-6.0	102.0	99.0	-3.0	1.0	-9.0	103.0	102.0
O=C(CNc1ccccc1)NNC1=NCCC1
→ 0.0	96.0	95.0	-4.0	99.0	96.0	-5.0	0.0	-2.0	99.0	99.0
COC(=O)[C@H](Cc1ccccc1)NC(=O)[C@@H]1C[C@H]1[C@@H](NC(=O)OCc1ccccc1)c1ccccc1
→ -4.0	104.0	102.0	0.0	102.0	98.0	-2.0	-3.0	-1.0	107.0	103.0
O=C(NNC(=O)C(c1ccccc1)c1ccccc1)c1cccs1
→ 1.0	96.0	96.0	0.0	96.0	95.0	-11.0	-2.0	0.0	96.0	97.0
CCOC(=O)COn1c(-c2cccc(Cl)c2)nc2ccc([N+](=O)[O-])cc21
→ -6.0	96.0	98.0	1.0	97.0	96.0	-3.0	0.0	-2.0	103.0	98.0
COc1ccccc1/C=C/C(=O)NNC(=O)c1cccs1
→ -6.0	97.0	95.0	-4.0	97.0	94.0	-5.0	-6.0	-4.0	95.0	96.0
Cc1ccc(N2C(=O)c3cccc([N+](=O)[O-])c3C2=O)cc1C
→ -2.0	95.0	95.0	-1.0	98.0	96.0	0.0	-3.0	-4.0	98.0	95.0
OCCCn1c(-c2ccccc2)n[nH]c1=S
→ -21.0	99.0	98.0	7.0	101.0	98.0	-2.0	-1.0	2.0	103.0	100.0
CN1C(=O)c2ccccc2C(C(=O)O)C1c1cn(C)c2ccccc12 (stereo not given)
→ 0.0	106.0	108.0	-6.0	104.0	101.0	-3.0	-1.0	-1.0	107.0	106.0
Cc1ccc(/C=N/NC(=O)CSc2nc3ccccc3n2C)s1
→ -4.0	95.0	99.0	-3.0	103.0	101.0	0.0	-2.0	-2.0	103.0	101.0
O=C1c2ccccc2CN1CCNC(=S)NC1CCCCC1
→ -2.0	102.0	97.0	-3.0	95.0	93.0	-2.0	-2.0	-9.0	97.0	99.0
Cc1cc(Nc2ccccc2)c2c([N+](=O)[O-])c(C)cc(C)c2n1
→ -8.0	97.0	97.0	-9.0	99.0	95.0	-7.0	2.0	-9.0	102.0	98.0
CCNc1nc(NC(C)C)nc(OCC)n1
→ -2.0	103.0	102.0	-3.0	111.0	100.0	4.0	2.0	-8.0	108.0	105.0
COC(=O)C1C(c2ccc(Br)cc2)Nc2nnc(C(F)(F)F)n2C1(C)O (stereo not given)
→ -3.0	94.0	97.0	-1.0	97.0	99.0	0.0	0.0	-3.0	99.0	95.0
CC1(C)Cc2ccccc2C(c2cc3ccccc3oc2=O)=N1
→ -3.0	98.0	99.0	-1.0	98.0	97.0	-4.0	-3.0	-9.0	104.0	97.0
CCOc1ccc(N=CC2=C(O)CC(c3ccco3)CC2=O)cc1 (stereo not given)
→ -2.0	101.0	100.0	-2.0	103.0	98.0	-1.0	-2.0	1.0	103.0	100.0
CCOC(=O)/C(=C\C=C1/Sc2ccccc2N1CC)C(C)=O
→ -6.0	99.0	102.0	-1.0	97.0	100.0	-5.0	-2.0	2.0	100.0	100.0
C=CCNC(=O)C1CCN(C(=O)c2ccc(-c3ccccc3)cc2)CC1
→ -2.0	100.0	98.0	0.0	94.0	96.0	-1.0	0.0	-4.0	98.0	95.0
CC1CC(C)CN(C(=O)/C(=C\c2ccccc2)c2ccccc2)C1 (stereo not given)
→ -2.0	100.0	99.0	-9.0	101.0	99.0	-5.0	-2.0	-6.0	102.0	100.0
COc1cc(/C=C/C(=O)Nc2ccccc2C(F)(F)F)cc(OC)c1OC
→ -3.0	104.0	101.0	3.0	101.0	100.0	-1.0	-1.0	-1.0	101.0	102.0
O=[N+]([O-])c1ccc(/C=C/c2nc3ccc([N+](=O)[O-])cc3[nH]2)cc1
→ -5.0	98.0	97.0	-5.0	99.0	99.0	-5.0	-8.0	-1.0	102.0	99.0
COc1ccc(N2CC(C(=O)OCC(=O)c3ccc(C)cc3)CC2=O)cc1 (stereo not given)
→ -6.0	90.0	92.0	-2.0	91.0	92.0	-4.0	0.0	-5.0	92.0	91.0
CC(C)(C)OC(=O)N1CCC[C@H]1C(=O)NCc1ccc(Cl)cc1Cl
→ -9.0	99.0	102.0	-3.0	100.0	99.0	-5.0	-5.0	-8.0	102.0	100.0
COc1ccc(CN=C2NC(=O)CC(C(=O)Nc3ccccc3C)S2)cc1 (stereo not given)
→ -6.0	95.0	102.0	-2.0	104.0	100.0	-6.0	-8.0	-5.0	106.0	102.0
COc1cccc(O[C@@H]2O[C@@H]3COC(C)(C)O[C@H]3[C@H](O)[C@H]2NC(C)=O)c1
→ -12.0	97.0	99.0	-5.0	95.0	93.0	-12.0	-8.0	0.0	102.0	100.0
C/C=C/c1ccc(OCCCn2cncn2)c(OC)c1
→ -2.0	103.0	101.0	-1.0	100.0	98.0	0.0	-1.0	2.0	101.0	100.0
Cn1c(CS(=O)Cc2c(Cl)cccc2Cl)nnc1SCc1c(Cl)cccc1Cl (stereo not given)
→ -11.0	93.0	95.0	-9.0	98.0	96.0	-3.0	-1.0	-12.0	97.0	96.0
Cn1c(=NC(=O)COc2ccccc2)sc2ccccc21
→ -6.0	99.0	94.0	-4.0	93.0	95.0	-1.0	-3.0	-8.0	96.0	95.0
CC(C)Cn1c(-c2ccco2)nc2c(c(=O)c3ccccc3n2C)c1=O
→ -12.0	97.0	92.0	-3.0	99.0	95.0	-4.0	-2.0	-5.0	98.0	95.0

# The last three compounds of the part before open the next one.
# Results follow in this order: Bim-Bcl-B	Rab7 wt modul	Rab2 wt GTP	Bim-Bcl-2	Cdc42 wt GTP	Rac1 act GTP bind	Bcl-XL Bim block	Bcl-W Bim block	Bfl-1 Bim block	Rac1 wt modul	HRas wt GTP
Cn1c(CS(=O)Cc2c(Cl)cccc2Cl)nnc1SCc1c(Cl)cccc1Cl (stereo not given)
→ -11.0	93.0	95.0	-9.0	98.0	96.0	-3.0	-1.0	-12.0	97.0	96.0
Cn1c(=NC(=O)COc2ccccc2)sc2ccccc21
→ -6.0	99.0	94.0	-4.0	93.0	95.0	-1.0	-3.0	-8.0	96.0	95.0
CC(C)Cn1c(-c2ccco2)nc2c(c(=O)c3ccccc3n2C)c1=O
→ -12.0	97.0	92.0	-3.0	99.0	95.0	-4.0	-2.0	-5.0	98.0	95.0
CCOC(=O)C1(CCc2ccccc2)CCN(C(=O)C(C)n2cncn2)CC1 (stereo not given)
→ -5.0	103.0	99.0	-3.0	99.0	96.0	-2.0	-3.0	-8.0	98.0	99.0
COc1cccc(CNC(=O)CCNS(=O)(=O)c2cccc3nsnc23)c1
→ -2.0	95.0	97.0	0.0	99.0	97.0	-1.0	-1.0	0.0	99.0	95.0
O=S(=O)(Nc1ccccc1N1CCCCC1)c1ccc(F)cc1F
→ 0.0	92.0	95.0	0.0	93.0	92.0	-2.0	-1.0	-1.0	92.0	93.0
COc1ccc(C)cc1NC(=O)C(Sc1nnnn1C)c1ccccc1 (stereo not given)
→ -3.0	98.0	97.0	-5.0	99.0	97.0	-4.0	-4.0	-8.0	97.0	98.0
O=C(C=C1SCCS1)/C=C/c1ccco1
→ -6.0	95.0	94.0	4.0	96.0	96.0	4.0	-1.0	4.0	98.0	97.0
CS(=O)(=O)NN1C(=O)c2ccccc2NC1c1cccc2cccnc12 (stereo not given)
→ 15.0	106.0	99.0	12.0	103.0	98.0	14.0	14.0	12.0	103.0	101.0
CCNC(=O)NC(=O)C(C)Oc1ccc(C(=O)OC)cc1 (stereo not given)
→ -10.0	95.0	95.0	-15.0	97.0	95.0	-6.0	-2.0	-16.0	93.0	95.0
O=c1[nH]c(CO)nc2c1oc1ccccc12
→ 0.0	98.0	99.0	-6.0	99.0	96.0	-1.0	1.0	-8.0	99.0	98.0
CC1=C(C(=O)OC2CCCC2)C(c2ccc(C)o2)C2=C(CC(c3cccs3)CC2=O)N1 (stereo not given)
→ -2.0	99.0	97.0	-2.0	97.0	97.0	-4.0	3.0	-6.0	100.0	99.0
Cn1nnnc1SCC(=O)Nc1ccccc1[N+](=O)[O-]
→ -10.0	100.0	103.0	-9.0	105.0	102.0	-6.0	-1.0	-14.0	107.0	101.0
COC(=O)C1=C(C)NC(C)=C(C(=O)OC)C1C(=O)OCCN1C(=O)c2ccccc2C1=O
→ -3.0	95.0	96.0	-3.0	99.0	98.0	-2.0	2.0	-11.0	100.0	98.0
Cc1cc(NC(=O)Nc2cccc(C(F)(F)F)c2)no1
→ -9.0	97.0	102.0	-9.0	105.0	100.0	-2.0	0.0	-16.0	107.0	101.0
O=C(Nc1cccc(C(F)(F)F)c1)C1CCCCC1
→ -8.0	101.0	103.0	-7.0	106.0	102.0	-4.0	0.0	-12.0	107.0	103.0
CCS(=O)(=O)N1CCCC(C(=O)NCCN(C)Cc2ccccc2)C1 (stereo not given)
→ -5.0	105.0	107.0	-7.0	106.0	106.0	-4.0	0.0	-9.0	110.0	105.0
CCC12CN3CC(CC)(CN(C1)C3c1ccccc1Cl)C2O (stereo not given)
→ 1.0	94.0	95.0	0.0	95.0	95.0	1.0	0.0	0.0	97.0	96.0
COc1ccc(-c2cc(C(=O)NCc3cn(C)nc3C)c3ccccc3n2)cc1OC
→ -2.0	100.0	101.0	-2.0	99.0	98.0	-1.0	-1.0	0.0	102.0	99.0
CCOC(=O)C1CCN(C(=O)COc2ccc(Br)cc2Br)CC1
→ -6.0	96.0	96.0	0.0	99.0	97.0	0.0	0.0	-2.0	99.0	100.0
CC1=N/C(=C/c2ccc([N+](=O)[O-])cc2)C(=O)N1c1ccc(Cl)cc1Cl
→ -9.0	98.0	95.0	-8.0	101.0	97.0	-6.0	-2.0	-12.0	100.0	98.0
Cc1cc(C)cc(N(CC(=O)N2CCOCC2)S(=O)(=O)c2ccccc2)c1
→ -22.0	100.0	101.0	-14.0	105.0	99.0	-18.0	-21.0	-10.0	105.0	104.0
O=C(CN1C(=O)NC2(CCCC2)C1=O)N1CCN(S(=O)(=O)c2ccccc2)CC1
→ 0.0	107.0	98.0	1.0	95.0	94.0	1.0	0.0	3.0	90.0	98.0
CCN(CC)c1cc(C)c2cc(NC(=O)c3ccc(Br)o3)ccc2n1
→ 2.0	98.0	97.0	0.0	97.0	95.0	1.0	0.0	1.0	97.0	99.0
CCN(CC)S(=O)(=O)c1ccc2c(c1)c(=O)c(C(=O)N1CCOCC1)cn2C
→ -9.0	106.0	106.0	-7.0	105.0	99.0	-3.0	5.0	-9.0	106.0	104.0
COc1ccc(CN(C(=O)c2ccco2)c2ccc(C)cc2)cc1OC
→ -7.0	100.0	101.0	-6.0	102.0	98.0	-7.0	7.0	-12.0	106.0	101.0
CC1CN(C(=O)c2c([N+](=O)[O-])cnn2C)CC(C)O1 (stereo not given)
→ 1.0	99.0	100.0	6.0	99.0	100.0	7.0	7.0	4.0	102.0	99.0
